PLC-gamma1 inh: PLC-gamma1 enzyme inhibitors, primary screen, biochemical, fluorescence, purified enzyme; fluorogenic substrate; inhibition, % at 12.2 µM; 0.84% of 370,000 active; in the data active = inhibition above about 9.5%
ASAP1 inh: inhibitors of human ASAP1 ArfGAP activity, primary screen, biochemical, fluorescence polarization; Arf-GAP with SH3 domain, ANK repeat and PH domain-containing protein 1 (Homo sapiens), …; ASAP1-stimulated ARF1 GTP hydrolysis, GDP FP detection; inhibition, % at 16.5 µM; 0.19% of 360,000 active; in the data active = inhibition above about 25%;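 also: 0% = vehicle with enzyme and substrate and 100% = no enzyme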
LEDGF integ inh: blockers of LEDGF/p75-dependent integrase strand transfer – biochemical, TR-FRET, high throughput, primary screen; HIV-1 integrase (with human LEDGF/p75); TR-FRET IN-LEDGF/p75 DNA integration, Eu/Cy5; inhibition, % at 3.7 µM; 0.64% of 370,000 active;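 active = inhibition above the screen-wide mean plus 3 SD, cut at about 13% in these data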;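 also: signal is the Cy5 over europium emission ratio at 671 and 618 nm; 0% = plate median of compound wells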
TDP2 inh: human TDP2 enzyme inhibitors, primary screen, biochemical, epi absorbance, recombinant enzyme. T5PNP hydrolysis, p-nitrophenol absorbance 415 nm. inhibition, % at 12.8 µM. 0.34% of 370,000 active;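 active = inhibition above the mean of all tested compounds plus 3 SD, set per campaign, cut at about 25% in these data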;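 also: 0% = DMSO with enzyme and 100% = buffer with substrate but no TDP2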
Target sequence (O95551 whole entry, looked up): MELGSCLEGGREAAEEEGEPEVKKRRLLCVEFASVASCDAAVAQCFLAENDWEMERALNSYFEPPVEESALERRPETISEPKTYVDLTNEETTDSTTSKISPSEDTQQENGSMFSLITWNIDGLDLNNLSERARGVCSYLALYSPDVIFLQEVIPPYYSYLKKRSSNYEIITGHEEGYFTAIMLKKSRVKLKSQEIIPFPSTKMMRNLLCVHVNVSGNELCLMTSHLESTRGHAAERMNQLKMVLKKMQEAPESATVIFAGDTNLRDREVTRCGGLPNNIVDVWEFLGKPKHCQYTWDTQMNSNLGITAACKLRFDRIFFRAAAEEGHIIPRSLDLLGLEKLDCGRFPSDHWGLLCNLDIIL
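Test system: human TDP2 enzyme; Input: 120 nM TDP2 per well; Buffer or medium: Mg2+-containing Tris-HCl buffer, pH 7.5; Reagent: 5 mM T5PNP; Dosing: 12.8 µM single point, 1% DMSO; Incubation: reaction 2 h, 37 °C; Detection: p-Nitrophenol epi absorbance; Read-out: % inhibition relative to enzyme-containing and enzyme-free wells; Replicates: single well per compound.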
Tn7 DDE FP: inhibitors of Tn7 peptide binding to fibrin DD(E), primary screen, biochemical, fluorescence polarization, human fibrin, Tn7 probe | Fibrinogen beta chain (Homo sapiens), P02675 | FP displacement of FITC-Tn7 peptide from fibrin DD(E); 0% = median of compound wells per plate | inhibition, % at 8.3 µM | 0.13% of 370,000 active;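 active = inhibition above the mean of compounds falling within the control limits plus 3 SD of them, cut at about 14% in these data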;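 also: 0% = plate median of compound wells and 100% = 10 µM Aha-Tn7 peptide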
Target sequence (P02675 whole entry, looked up): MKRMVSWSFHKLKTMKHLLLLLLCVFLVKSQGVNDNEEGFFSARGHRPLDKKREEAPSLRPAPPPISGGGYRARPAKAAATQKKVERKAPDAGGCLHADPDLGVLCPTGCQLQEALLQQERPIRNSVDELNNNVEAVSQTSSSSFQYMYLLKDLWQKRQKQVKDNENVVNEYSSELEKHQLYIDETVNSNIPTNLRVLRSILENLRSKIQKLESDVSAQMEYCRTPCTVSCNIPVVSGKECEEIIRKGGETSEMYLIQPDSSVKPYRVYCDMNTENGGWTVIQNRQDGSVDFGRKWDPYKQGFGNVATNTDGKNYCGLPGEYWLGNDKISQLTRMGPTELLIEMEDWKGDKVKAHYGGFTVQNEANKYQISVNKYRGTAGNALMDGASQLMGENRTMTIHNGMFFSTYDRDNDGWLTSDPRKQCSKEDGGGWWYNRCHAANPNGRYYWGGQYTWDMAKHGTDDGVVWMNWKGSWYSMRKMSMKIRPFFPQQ
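Assay system: human fibrin DD(E) protein / Input: 2 µM fibrin DD(E) / Benchmarks: high control of 10 µM Aha-Tn7 peptide / Measured by: fluorescence polarization of the labelled Tn7 tracer / Medium: Tris buffer with calcium and detergent, pH 7.8 / Timing: 10 min compound pre-incubation, 3 h probe incubation at room temperature / Repeats: one replicate per compound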
proKLK7 act: proKLK7 zymogen activators, primary screen, biochemical, fluorescence intensity | Kallikrein-7 (Homo sapiens), P49862 | purified proKLK7, EDANS-DABCYL substrate fluorescence; 100% is mature enzyme control, 0% vehicle | 0.9% of 370,000 active | activation, % at 7 µM | AID 652039, 2013;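 active = activation above the mean of all tested compounds plus 3 SD, computed per campaign excluding outliers beyond control limits, cut at about 13% in these data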
DDE Tn6 FP inh: inhibitors of Tn6 peptide binding to fibrin DD(E), primary screen, biochemical, fluorescence polarization, human fibrin, Tn6 probe. Fibrinogen beta chain (Homo sapiens), P02675. Fibrin DD(E) TRITC-Tn6 fluorescence polarization displacement. inhibition, % at 8.3 µM. 0.21% of 370,000 active. AID 720509, 2013;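 active = inhibition above a per-campaign cutoff: mean of compounds within control limits plus 3 SD, cut at about 15% in these data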;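 also: 0% = median of all compound wells on the plate and 100% = blocking peptide control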
ARFGAP1 inhibitor: inhibitors of rat ARFGAP1 GAP activity, primary screen, biochemical, fluorescence polarization, GDP tracer; AID 651572, 2012; Arfgap1-stimulated ARF1 GTP hydrolysis, GDP FP detection; 0.26% of 360,000 active; inhibition, % at 16.5 µM;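 active = inhibition above a per-plate limit, mean inhibition of low control wells plus 3 SD, cut at about 25% in these data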;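 also: 0% = DMSO wells with enzyme and 100% = wells lacking Arfgap1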
Target sequence (Q62848 1-136 limits assumed): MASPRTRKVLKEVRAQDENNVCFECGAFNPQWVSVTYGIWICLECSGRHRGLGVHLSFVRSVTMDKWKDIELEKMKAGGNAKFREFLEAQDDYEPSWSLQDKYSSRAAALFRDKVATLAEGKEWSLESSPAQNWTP
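Repeats: one replicate per compound; assay system: rat Arfgap1 catalytic domain, aa 1-136; times: enzyme reaction 120 min at 25 °C after 20 min preincubation; detection: FP of antibody-bound GDP Alexa 633 tracer, ex 620/em 688 nm; benchmarks: high control wells lacking Arfgap1, low control full reaction with DMSO; reagent: human ARF1(Δ1-17)-GTP substrate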
ADAM17 inh: ADAM17 inhibitors, primary screen, biochemical, QFRET; 0.83% of 370,000 active; inhibition, % at 6.95 µM; recombinant ADAM17, EDANS/DABCYL FRET peptide cleavage;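 active = inhibition above the mean of compounds lying between control limits plus 3 SD, set per campaign, cut at about 8.5% in these data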;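 also: 0% = DMSO-only wells as the low control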
ADAM10 inh: human ADAM10 inhibitors, primary screen, biochemical, QFRET, HTS; Disintegrin and metalloproteinase domain-containing protein 10 (Homo sapiens), O14672; recombinant ADAM10, EDANS/DABCYL FRET peptide cleavage, 3 h; inhibition, % at 7 µM; 0.62% of 370,000 active; AID 720582, 2013;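 active = inhibition above a per-campaign cutoff equal to the mean of compounds falling between control-based bounds plus 3 SD, cut at about 20% in these data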;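 also: 0% = DMSO wells while the 100% control is not disclosed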
Numbers without * were called inactive; nt = no result given.

nr	PLC-gamma1 inh	ASAP1 inh	LEDGF integ inh	TDP2 inh	Tn7 DDE FP	proKLK7 act	DDE Tn6 FP inh	ARFGAP1 inhibitor	ADAM17 inh	ADAM10 inh	SMILES
1	-2	1	0	4	-2	-0.2	0	2	-4	-8	CCOC(=O)c1cc(NC(=O)N(CC)CC)c(C)nc1C
2	-57	-3	-1	-16	3	-0.9	-6	-3	-166	-457	CSc1nc(N)c2c3c(sc2n1)CN(C)CC3
3	0	0	-3	2	0	-0.1	3	1	-2	-4	CCSc1n[nH]c(=S)s1
4	-29	8	27*	42*	4	-7.9	8	8	-23	-53	COc1ccc(S(=O)(=O)Nc2ccc(O)c3ccccc23)cc1
5	1	3	1	3	4	-0.2	6	-2	-3	-5	Clc1ccc(C2=NOC(c3nnc(-c4ccccc4)o3)C2)cc1 (configuration not stated)
6	2	-2	0	-12	4	0.1	-10	1	-3	-5	Cc1ccnc(SCC(=O)N2CCc3ccccc32)n1
7	5	3	1	-3	-10	0.2	2	-3	2	3	COc1ccccc1NS(=O)(=O)c1cc(NC(=O)Cn2cnc3c2c(=O)n(C)c(=O)n3C)ccc1C
8	4	-10	9	0	0	0.1	2	-22	-2	11	O=C(CCc1ccccc1)NCC1(c2ccccc2)CCCC1
9	0	-1	-2	-9	-4	-0.4	-1	14	3	1	CCc1ccc2c(c1)NC(=O)C2(C)Cc1ccccc1OC (configuration not stated)
10	1	-11	-1	-4	2	0.0	-6	-9	-2	11	COc1ccccc1NC(=O)C(=O)NNS(=O)(=O)c1ccc2ccccc2c1
11	-13	-16	-2	6	4	-0.1	3	0	-3	-1	CCOC(=O)N1CCN(C(=O)c2ccc3c(c2)sc2nc(-c4ccccc4)cn23)CC1
12	2	-4	3	7	-3	0.3	3	-6	2	6	NS(=O)(=O)c1cnccc1Nc1ccc(Cl)c(Cl)c1
13	-87	3	0	6	2	0.7	-1	5	-4	-3	Cn1nc(-c2ccccc2)c2nc3ccccc3nc21
14	-3	-2	-2	6	-3	-0.4	-7	4	5	10	Nc1ccc(C2(c3ccc(N)cc3)c3ccccc3C(=O)c3ccccc32)cc1
15	-2	-1	1	3	-6	-0.2	-1	1	-1	-1	NC(=O)C1CCN(C(=O)c2cc(S(=O)(=O)N3CCOCC3)ccc2Cl)CC1
16	1	2	-8	-10	-11	1.0	-2	14	4	-6	Cc1csc2ncnc(N3CCN(C(=O)Nc4ccc(OC(F)(F)F)cc4)CC3)c12
17	0	1	-1	4	1	-0.3	6	-1	1	4	Cn1cc([N+](=O)[O-])c(C(=O)Nc2cc(Oc3ccccc3)cc([N+](=O)[O-])c2)n1
18	-1	10	-5	-5	11	0.1	8	-10	1	-1	O=C(COC(=O)Cc1cccs1)Nc1ccccc1
19	13*	-8	-2	-20	-1	0.0	6	-6	3	9	OC(COC1CCCCC1)CN1CCN(c2ccccc2)CC1 (configuration not stated)
20	5	3	-2	9	6	0.1	-2	-1	-2	5	CCNC(=S)NNC(=O)c1cccnc1

Reformatted: results already given
Value order – PLC-gamma1 inh | ASAP1 inh | LEDGF integ inh | TDP2 inh | Tn7 DDE FP | proKLK7 act | DDE Tn6 FP inh | ARFGAP1 inhibitor | ADAM17 inh | ADAM10 inh
2) CSc1nc(N)c2c3c(sc2n1)CN(C)CC3
→ -57 | -3 | -1 | -16 | 3 | -0.9 | -6 | -3 | -166 | -457
3) CCSc1n[nH]c(=S)s1
→ 0 | 0 | -3 | 2 | 0 | -0.1 | 3 | 1 | -2 | -4
4) COc1ccc(S(=O)(=O)Nc2ccc(O)c3ccccc23)cc1
→ -29 | 8 | 27* | 42* | 4 | -7.9 | 8 | 8 | -23 | -53
5) Clc1ccc(C2=NOC(c3nnc(-c4ccccc4)o3)C2)cc1 (configuration not stated)
→ 1 | 3 | 1 | 3 | 4 | -0.2 | 6 | -2 | -3 | -5
6) Cc1ccnc(SCC(=O)N2CCc3ccccc32)n1
→ 2 | -2 | 0 | -12 | 4 | 0.1 | -10 | 1 | -3 | -5
7) COc1ccccc1NS(=O)(=O)c1cc(NC(=O)Cn2cnc3c2c(=O)n(C)c(=O)n3C)ccc1C
→ 5 | 3 | 1 | -3 | -10 | 0.2 | 2 | -3 | 2 | 3
8) O=C(CCc1ccccc1)NCC1(c2ccccc2)CCCC1
→ 4 | -10 | 9 | 0 | 0 | 0.1 | 2 | -22 | -2 | 11
9) CCc1ccc2c(c1)NC(=O)C2(C)Cc1ccccc1OC (configuration not stated)
→ 0 | -1 | -2 | -9 | -4 | -0.4 | -1 | 14 | 3 | 1
10) COc1ccccc1NC(=O)C(=O)NNS(=O)(=O)c1ccc2ccccc2c1
→ 1 | -11 | -1 | -4 | 2 | 0.0 | -6 | -9 | -2 | 11
11) CCOC(=O)N1CCN(C(=O)c2ccc3c(c2)sc2nc(-c4ccccc4)cn23)CC1
→ -13 | -16 | -2 | 6 | 4 | -0.1 | 3 | 0 | -3 | -1
12) NS(=O)(=O)c1cnccc1Nc1ccc(Cl)c(Cl)c1
→ 2 | -4 | 3 | 7 | -3 | 0.3 | 3 | -6 | 2 | 6
13) Cn1nc(-c2ccccc2)c2nc3ccccc3nc21
→ -87 | 3 | 0 | 6 | 2 | 0.7 | -1 | 5 | -4 | -3
14) Nc1ccc(C2(c3ccc(N)cc3)c3ccccc3C(=O)c3ccccc32)cc1
→ -3 | -2 | -2 | 6 | -3 | -0.4 | -7 | 4 | 5 | 10

Next part:
nr	PLC-gamma1 inh	ASAP1 inh	LEDGF integ inh	TDP2 inh	Tn7 DDE FP	proKLK7 act	DDE Tn6 FP inh	ARFGAP1 inhibitor	ADAM17 inh	ADAM10 inh	SMILES
21	0	1	-1	-10	2	-0.2	5	6	-1	-10	NS(=O)(=O)c1ccc(CCNC(=O)COC(=O)CCc2c[nH]c3ccccc23)cc1
22	1	-6	-4	-8	-1	0.6	4	1	-2	-6	Cc1sc(N)nc1C12CC3CC(CC(C3)C1)C2
23	1	-18	2	3	-7	0.1	1	-5	-5	-5	CCCN1Cc2cccc(C(=O)N3CCN(c4ccccc4)CC3)c2C1=O
24	-9	-6	1	-2	7	0.7	8	4	-5	-11	Nc1[nH]c(C(=O)c2ccccc2)c(-c2ccc3ccccc3c2)c1C(=O)NCc1ccc(F)cc1
25	-1	-7	-1	1	1	-1.0	-1	-9	-2	-6	CC(C)(C)C(=O)NC1CCN(S(=O)(=O)c2ccc(C(F)(F)F)cc2)CC1
26	-4	6	0	8	-1	0.5	1	-6	0	1	CCOc1ccc(Br)cc1/C=N/O
27	2	7	-6	-7	-3	0.2	-2	-7	-6	-4	O=C(O)/C=C/c1ccc(S(=O)(=O)N(CCO)CCO)cc1
28	2	3	4	9	-3	0.6	-3	3	3	5	O=C(N/N=C/c1sc(=O)[nH]c1-[n+]1ccccc1)c1ccccc1[O-]
29	-12	-8	-4	1	1	1.0	-1	5	-4	-1	CCOc1cc(NC(=S)NCCCN2CCOCC2)c(OCC)cc1NC(=O)c1ccc(OC)cc1
30	7	6	-5	-12	-7	0.6	2	4	1	-6	Cc1noc(C)c1COC(=O)c1cccc(S(=O)(=O)N2CCCCCC2)c1
31	0	3	0	0	5	0.9	-4	4	-4	-11	O=C(COC(=O)c1n[nH]c2ccccc12)Nc1ccccc1
32	1	-1	-3	10	3	0.7	-1	3	1	5	CCOc1cc(CNCCSc2nnnn2C)cc(Br)c1OCc1ccc(F)cc1
33	-7	0	-1	5	5	-0.8	6	-6	-6	0	COc1ccc2ccccc2c1/C=N\NC(=O)c1cccnc1
34	-8	-12	1	1	1	13*	6	1	-7	-29	Cc1ccc(CNC(=O)CSc2nc3n[nH]c(C)c3c(=N)n2-c2cccc(C)c2)cc1
35	2	3	0	-1	-1	-1.1	-4	-4	-4	8	C[C@@H]1CC=C[C@H]2[C@H]1C(=O)N(Cc1ccccc1)[C@H]2c1ccc2ccccc2c1Br
36	-4	-10	0	-2	4	0.3	2	0	1	1	CC(=O)Nc1ccc(C(F)(F)F)cc1Cl
37	-1	nt	3	2	-5	-0.7	-2	nt	1	4	O=C(OC12CCCN(C1)/C(=C/c1ccc(Cl)cc1)C2)c1cccc(F)c1 (configuration not stated)
38	5	8	-1	-5	-8	0.0	1	12	1	-14	CC1(C(=O)NS(=O)(=O)c2cccc(F)c2)CCN1C(=O)Cc1ccccc1Cl (configuration not stated)
39	-7	6	-4	9	-1	0.0	3	2	-10	-34	CCOc1c(Cl)cc(/C=C/C(=O)N(CC)CC(=O)Nc2ccc(NC(C)=O)cc2)cc1OC
40	1	7	1	-10	4	-0.3	0	-6	-5	-5	CC(C)NC(=O)C1CCN(C(=O)N(C)C)CC1

Carrying on:
nr	PLC-gamma1 inh	ASAP1 inh	LEDGF integ inh	TDP2 inh	Tn7 DDE FP	proKLK7 act	DDE Tn6 FP inh	ARFGAP1 inhibitor	ADAM17 inh	ADAM10 inh	SMILES
41	0	14	2	18	1	-0.7	-1	13	2	-3	CC(Oc1ccc(Br)cc1Br)C(=O)Nc1cccnc1Cl (configuration not stated)
42	0	-6	-1	4	2	-0.3	-2	7	0	-5	O=C1N/C(=N\N=C\c2cccs2)SC1Cc1cccc(Cl)c1 (configuration not stated)
43	-18	5	1	-2	-3	-0.5	-6	-5	-1	6	Oc1ccccc1-c1nnc(-c2ccc(C(F)(F)F)cc2)o1
44	-3	1	-2	9	-8	0.1	4	-2	2	1	CCCCc1ccc(CC(=O)Nc2cc(S(=O)(=O)N3CCOCC3)ccc2O)cc1
45	2	-2	-2	-1	8	0.6	6	13	2	9	O=C(CN1CCN(c2ccc([N+](=O)[O-])cc2)CC1)Nc1ccccn1
46	-1	13	1	-5	2	0.2	-2	6	-1	-5	O=C(Nc1ccc(F)cc1)Nc1nnc(-c2ccco2)s1
47	3	-7	6	-16	-3	-0.4	-2	0	8	18	O=C(CCc1ccccc1)NNC(=S)NCc1ccc(Cl)cc1
48	1	2	0	0	2	0.5	-14	2	-3	3	CC(Oc1ccccc1)C(=O)Nc1nnc(C2CCCCC2)s1 (configuration not stated)
